RGS8-Gao = RGS8-Galphao binding modulators, primary screen, biochemical, multiplexed bead flow cytometry; Guanine nucleotide-binding protein G(o) subunit alpha (Homo sapiens), P09471; actives lie on both sides; response (percent of control binding), % at 10 µM; hit rate 0.34% among 220,000; in the data active = response below about 60% or above about 140%; inactive = in between;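 also: Galphao activated as the GDP aluminium fluoride complex binding bead-coupled RGS8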
Target sequence (P09471 whole entry, looked up): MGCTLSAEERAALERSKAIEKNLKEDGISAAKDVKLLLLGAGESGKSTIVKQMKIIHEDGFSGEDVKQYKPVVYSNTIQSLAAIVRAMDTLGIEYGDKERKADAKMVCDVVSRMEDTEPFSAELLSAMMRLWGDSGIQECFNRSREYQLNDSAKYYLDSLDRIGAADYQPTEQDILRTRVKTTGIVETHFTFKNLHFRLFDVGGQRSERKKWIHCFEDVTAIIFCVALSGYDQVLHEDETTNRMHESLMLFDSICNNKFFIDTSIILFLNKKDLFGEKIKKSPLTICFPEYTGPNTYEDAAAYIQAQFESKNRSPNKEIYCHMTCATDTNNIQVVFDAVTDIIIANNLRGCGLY
GSH bead fluor = compound fluorescence on glutathione beads, profiling panel, artefact control, biophysical, 488/530 nm, flow cytometry. GSH beads flow cytometry, compound fluorescence 488/530 nm; stronger effect = higher value. fluorescence (KMESF) at 10 µM. hit rate 0.25% among 190,000. AID 1776, 2009; in the data active = fluorescence above about 89;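 also: glutathione beads carrying GST-tagged Bcl family fusion proteins plus one bare bead set; values are compound well signal with DMSO vehicle wells as background; inactives centre near 16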
Bim-Bcl-B = inhibitors of Bim-Bcl-B binding, primary screen, biochemical, multiplexed, human Bcl-2 family | Bcl-2-like protein 10 (Homo sapiens), Q9HD36 | bead-based flow cytometry, Bim peptide-Bcl-B binding | inhibition, % at 10 µM | hit rate 0.073% among 190,000 | AID 951, 2007;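 also: 0% = tracer peptide without compound and 100% = reference inhibitor peptide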
Bim-Bfl-1 = inhibitors of Bim binding to Bfl-1, primary screen, biochemical, multiplexed, bead-based flow cytometry; inhibition, % at 10 µM; hit rate 0.12% among 190,000; Bim-Bfl-1 binding inhibition;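 also: 0% = wells without compound plus tracer and 100% = blocker peptide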
Bim-Bcl-XL = inhibitors of Bim-Bcl-XL binding, primary screen, biochemical, multiplexed, bead flow cytometry, human Bcl-XL; Bcl-2-like protein 1 (Homo sapiens), Q07817; Bim peptide-Bcl-XL binding, fluorescence; inhibition, % at 10 µM; hit rate 0.04% among 190,000; AID 1007, 2008
Mcl1 Bid PPI = Mcl-1/Bid binding inhibitors, primary screen, biochemical, TR-FRET, 1536-well | Induced myeloid leukemia cell differentiation protein Mcl-1 (Homo sapiens), Q07820 | TR-FRET Mcl-1/Bid-Dy647 peptide binding | inhibition, % at 21.7 µM | hit rate 0.97% among 220,000 | AID 1021, 2008;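 active = compounds that cut the binding signal by more than half at the single screening dose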;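 also: His-tagged Mcl-1 with europium anti-His antibody binding Bid BH3 peptide; 0% = Mcl-1 plus peptide wells and 100% = peptide-only wells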
Target sequence (Q07820 whole entry, looked up): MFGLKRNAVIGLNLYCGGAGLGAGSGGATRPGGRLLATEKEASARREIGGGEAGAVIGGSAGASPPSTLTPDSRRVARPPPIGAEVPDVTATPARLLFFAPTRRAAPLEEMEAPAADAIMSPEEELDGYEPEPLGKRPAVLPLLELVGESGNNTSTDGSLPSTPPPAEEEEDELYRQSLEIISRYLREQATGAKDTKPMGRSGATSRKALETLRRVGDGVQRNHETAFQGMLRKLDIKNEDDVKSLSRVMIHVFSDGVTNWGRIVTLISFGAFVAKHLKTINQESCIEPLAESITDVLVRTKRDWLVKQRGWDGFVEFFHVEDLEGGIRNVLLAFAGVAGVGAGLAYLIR
Bcl-W Bim block = inhibitors of Bim binding to Bcl-W, primary screen, biochemical, multiplexed, bead-based flow cytometry; Bcl-2-like protein 2 (Homo sapiens), Q92843; Bim peptide-Bcl-W binding; inhibition, % at 10 µM; hit rate 0.02% among 190,000; AID 952, 2007;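 also: 0% = bound tracer without compound and 100% = peptide blocker; higher means less fluorescent Bim peptide bound to Bcl-W beads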
Target sequence (Q92843 whole entry, looked up): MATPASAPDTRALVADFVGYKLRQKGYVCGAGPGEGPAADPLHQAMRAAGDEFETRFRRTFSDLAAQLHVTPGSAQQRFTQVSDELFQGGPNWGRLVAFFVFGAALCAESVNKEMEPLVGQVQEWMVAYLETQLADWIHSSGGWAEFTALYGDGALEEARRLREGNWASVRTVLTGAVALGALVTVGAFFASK
Bim-Bcl-2 = inhibitors of Bim-Bcl-2 binding, primary screen, biochemical, multiplexed, human Bcl-2 family; hit rate 0.06% among 190,000; inhibition, % at 10 µM; Apoptosis regulator Bcl-2 (Homo sapiens), P10415; Bead-based flow cytometry, Bim peptide-Bcl-2 binding; in the data active = inhibition above about 40%; inconclusive = no clear call, values can overlap the other calls;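 also: 0% = no compound wells with probe peptide and 100% = reference peptide inhibitor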
Bim-Mcl-1 = inhibitors of Bim peptide binding to Mcl-1, primary screen, biochemical, bead-based flow cytometry, multiplex; Induced myeloid leukemia cell differentiation protein Mcl-1 (Homo sapiens), Q07820; Bim peptide-Mcl-1 binding; inhibition, % at 10 µM; hit rate 0.1% among 190,000; AID 1009, 2008;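 also: 0% = no compound tracer wells and 100% = peptide blocker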
RGS7-Gao reg = RGS7-Galphao binding modulators, primary screen, biochemical, multiplexed bead flow cytometry | Guanine nucleotide-binding protein G(o) subunit alpha (Homo sapiens), P09471 | actives lie on both sides | binding response (% of control), % at 10 µM | hit rate 0.35% among 220,000 | AID 1439, 2008; in the data active = binding response below about 49% or above about 150%; inconclusive = no clear call, values can overlap the other calls; inactive = in between;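 also: fluorescent Galphao held in activated GDP-AlF4 state binding bead-coupled RGS7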
RGS4-Gao reg = modulators of RGS4 binding to Galphao, primary screen, biochemical, multiplexed bead flow cytometry. hit rate 0.33% among 220,000. binding response (% of control), % at 10 µM. Guanine nucleotide-binding protein G(o) subunit alpha (Homo sapiens), P09471. actives lie on both sides; in the data active = binding response below about 49% or above about 150%; inactive = in between;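 also: fluorescent Galphao activated with aluminum fluoride binding bead-coupled RGS4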
* = called active by the depositor; ? = inconclusive; · = no result given. Rule as the data show it, unless noted: active = inhibition above about 40%.

SMILES | RGS8-Gao | GSH bead fluor | Bim-Bcl-B | Bim-Bfl-1 | Bim-Bcl-XL | Mcl1 Bid PPI | Bcl-W Bim block | Bim-Bcl-2 | Bim-Mcl-1 | RGS7-Gao reg | RGS4-Gao reg
CCOC(=O)c1[nH]c2ccc(OC)cc2c1NC(=O)OC | 101 | 15 | -3 | 2 | -4 | -18 | -3 | 0 | -4 | 100 | 100
COc1ccc2nc(SCC(=O)Nc3ccc4sc(C)nc4c3)c(C#N)cc2c1 | 101 | 16 | 0 | 0 | -2 | 13 | -5 | -4 | 0 | 101 | 100
O=C(CCl)Nc1c[nH]c(=O)[nH]c1=O | 101 | 31 | 0 | 0 | 0 | 0 | 3 | 2 | 3 | 100 | 100
Nc1nn(-c2ccccc2)c(N)c1N=Nc1ccc2c(c1)OCO2 | 98 | 8 | 2 | 5 | 3 | -87 | 5 | 1 | 2 | 92 | 95
COc1cccc(N(CC(=O)NCCSc2ccccc2)S(C)(=O)=O)c1 | 98 | 28 | -6 | -2 | -4 | 4 | -3 | -3 | -8 | 97 | 97
COc1ccc2[nH]c(C)c(CCNc3ccc(C(F)(F)F)cc3[N+](=O)[O-])c2c1 | 105 | 12 | -6 | -14 | -4 | -31 | -4 | -7 | -2 | 97 | 98
O=C(Cn1cc(C(F)(F)F)ccc1=O)Nc1ccc(N2CCOCC2)cc1 | 101 | 13 | -2 | -6 | 0 | -42 | 2 | -4 | 0 | ? | 100
CS(=O)(=O)C1=NSC2=NC(=O)/C(=C\c3ccc(-c4ccccc4)o3)C(=N)N21 | 105 | 22 | 0 | 0 | 1 | -13 | 1 | 1 | 0 | 104 | 103
COc1cc(C2N(c3ccc(F)cc3)C(=O)C3CCCN32)cc(OC)c1OC (stereo not drawn) | 100 | 23 | -8 | -13 | -3 | -3 | -1 | -7 | 0 | 105 | 103
O=C1c2cccc3c(N4CCOCC4)c([N+](=O)[O-])cc(c23)C(=O)N1c1cccc2ccccc12 | 77 | 13 | -9 | 0 | -8 | -7 | -6 | -2 | -5 | 97 | 95
COC(=O)CN1C(=O)C2(OCCCO2)c2cc(Br)ccc21 | 102 | 36 | -6 | -9 | 1 | -3 | 4 | -5 | 8 | 102 | 102
COc1ccc(C(=O)C2CCCN(Cc3cn[nH]c3-c3ccc(F)cc3)C2)cc1OC (stereo not drawn) | 101 | 11 | -3 | -5 | -3 | 96* | -2 | -1 | -4 | 99 | 102
O=C(CSc1nncc2ccccc12)N1CCCCC1 | 102 | 15 | -14 | -8 | -3 | -25 | -3 | -5 | -1 | 101 | 95
CN(C)c1nc(N)nc(CSc2nnnn2-c2ccc(C(=O)O)cc2)n1 | 102 | 54 | -1 | -6 | 0 | -5 | -2 | -4 | 1 | 103 | 100
CC(=O)N(c1ccc(Br)cc1)C1C=CS(=O)(=O)C1 (stereo not drawn) | 102 | 22 | -5 | -9 | -6 | -11 | 0 | -11 | -1 | 100 | 103
COc1ccc(N(C)S(=O)(=O)c2cccc(C(=O)NC3CCC(C)CC3)c2)cc1 (stereo not drawn) | 100 | 18 | -1 | -1 | -3 | 2 | -4 | -4 | -1 | 93 | 99
CCCN1C2CCCC1CC(NC(=O)c1ccc(F)cc1)C2 (stereo not drawn) | 98 | 26 | 6 | -8 | 2 | -6 | -1 | -3 | -4 | 92 | 94
CN(Cc1ccccc1)C(=O)c1[nH]cnc1C(=O)N[C@@H](Cc1ccccc1)C(=O)OCc1ccccc1 | 101 | 18 | -4 | -4 | -1 | -22 | -1 | -4 | 0 | 99 | 103
Cc1cccc(C)c1NC(=S)N(CCN(C)C)Cc1cccs1 | 97 | 14 | -14 | -2 | -2 | -21 | -2 | -4 | -3 | 105 | 100
O=C(Nc1ccc2c(c1)OCO2)Oc1ccccc1 | 100 | 27 | -6 | -2 | -1 | -44 | -2 | -4 | -2 | 98 | 97
Cc1cccc(NS(=O)(=O)c2cccc3cccnc23)n1 | 106 | 17 | -6 | -7 | -5 | -12 | 0 | -8 | 2 | 106 | 102
CCCCCCc1nc2ccccc2c(=O)n1NC(=O)c1c(O)c2cccc3c2n(c1=O)CCC3 | 93 | 14 | -1 | -2 | 0 | -36 | 0 | -1 | -2 | 91 | 93
CCc1ccc(NC(=O)CC2NCCNC2=O)cc1 (stereo not drawn) | 101 | 45 | -5 | -7 | 0 | -13 | 3 | -1 | 22 | 101 | 103
Cc1cccc(NC(=O)CCn2ccnc2C)c1 | 14* | 30 | -10 | -18 | -3 | -26 | -2 | -8 | -2 | 16* | 22*
N#Cc1nc(COc2ccc(Br)cc2)oc1NCCCn1ccnc1 | 101 | 23 | -8 | -3 | -9 | -20 | -1 | -2 | -4 | 98 | 98

Whole records, looked up by structure. Screens in order: RGS8-Gao, GSH bead fluor, Bim-Bcl-B, Bim-Bfl-1, Bim-Bcl-XL, Mcl1 Bid PPI, Bcl-W Bim block, Bim-Bcl-2, Bim-Mcl-1, RGS7-Gao reg, RGS4-Gao reg
Profile of `CCc1ccc(NC(=O)CC2NCCNC2=O)cc1` (stereo not drawn) : 101, 45, -5, -7, 0, -13, 3, -1, 22, 101, 103
Profile of `Cc1cccc(NC(=O)CCn2ccnc2C)c1` : 14*, 30, -10, -18, -3, -26, -2, -8, -2, 16*, 22*
Profile of `COc1cc(C2N(c3ccc(F)cc3)C(=O)C3CCCN32)cc(OC)c1OC` (stereo not drawn) : 100, 23, -8, -13, -3, -3, -1, -7, 0, 105, 103
Profile of `Cc1cccc(NS(=O)(=O)c2cccc3cccnc23)n1` : 106, 17, -6, -7, -5, -12, 0, -8, 2, 106, 102
Profile of `Cc1cccc(C)c1NC(=S)N(CCN(C)C)Cc1cccs1` : 97, 14, -14, -2, -2, -21, -2, -4, -3, 105, 100

More records.
SMILES | RGS8-Gao | GSH bead fluor | Bim-Bcl-B | Bim-Bfl-1 | Bim-Bcl-XL | Mcl1 Bid PPI | Bcl-W Bim block | Bim-Bcl-2 | Bim-Mcl-1 | RGS7-Gao reg | RGS4-Gao reg
O=C(CCc1nnc(Cc2ccc3c(c2)OCO3)o1)NC(c1ccccn1)C(F)(F)F (stereo not drawn) | 101 | 12 | 0 | -6 | -1 | -34 | 0 | -1 | 0 | 101 | 104
C=CCn1c(SCC(=O)/C(C#N)=C(\C)N)nnc1C1CCCCC1 | 114 | 16 | 1 | 0 | -2 | -25 | -3 | 5 | 0 | 98 | 103
COC(=O)C1C2CCC(C2)C1C(=O)OCC(=O)c1ccc(C)cc1 (stereo not drawn) | 107 | 28 | -5 | -16 | -5 | 1 | 0 | -14 | -3 | 108 | 107
O=C(c1ccc(O)cc1)c1ccc(Cl)cc1 | 106 | 4 | -3 | -8 | -2 | -23 | 2 | -3 | 2 | 108 | 107
O=C(NNC(=O)c1cccs1)Nc1cccc(Cl)c1 | 98 | 15 | -6 | 1 | -2 | -24 | -2 | 0 | -1 | 95 | 96
CCC/C(=N\NC(=O)CCC(=O)NCc1ccccc1)c1ccccc1 | 101 | 13 | 2 | -2 | 6 | -26 | 3 | 4 | 5 | ? | 100
O=C(CN1C(=O)C2CC=CCC2C1=O)NCc1ccc2c(c1)OCO2 (stereo not drawn) | 103 | 32 | -8 | -19 | -5 | -22 | 0 | -12 | -4 | 101 | 103
COc1cccc(Nc2nnc(SCC(=O)Nc3sccc3C(N)=O)s2)c1 | 104 | 24 | -5 | -1 | 1 | 4 | 3 | 3 | 0 | 103 | 103
CC(OC(=O)c1ccc(NS(=O)(=O)c2ccc3[nH]c(=O)[nH]c3c2)cc1)C(=O)Nc1ccc(Cl)cc1 (stereo not drawn) | 102 | 16 | -1 | 0 | 0 | -13 | 0 | -3 | 1 | ? | 100
Cc1ccnc(NS(=O)(=O)c2ccc(NC(=O)C3C4C=CC(C4)C3C(=O)O)cc2)n1 (stereo not drawn) | 100 | 13 | -2 | 3 | 0 | -32 | -3 | 0 | -2 | 104 | 101
CCc1ccc(NC(=O)C(=O)NCCOc2ccccc2Cl)cc1 | 102 | 20 | -7 | -5 | -1 | -5 | 2 | 0 | 0 | 99 | 101
Cc1c(NC(=O)C(C)OC(=O)/C=C/c2ccc3c(c2)OCO3)c(=O)n(-c2ccccc2)n1C (stereo not drawn) | 101 | 15 | -1 | 3 | -1 | -30 | -3 | -1 | -4 | ? | 102
O=C(CSc1nnc(CNc2ccc(F)cc2)n1Cc1ccccc1)NCc1ccco1 | 101 | 30 | -9 | -13 | -7 | -17 | 1 | -9 | -3 | 97 | 101
CCCCCCn1c(N(CC)CC)nc2c1c(=O)[nH]c(=O)n2C | 92 | 28 | -8 | -9 | -4 | -14 | -6 | -3 | -2 | 96 | 92
Cc1ccc2c(c1)OC(=O)CC2c1ccccc1 (stereo not drawn) | 102 | 23 | -4 | -11 | -1 | -3 | 0 | -5 | -2 | 101 | 104
Nc1ccc2c(c1)sc1ccccc12 | 104 | 20 | -2 | 0 | -5 | -8 | -2 | 0 | -2 | 104 | 104
CCCCC[C@H](O)/C=C/[C@@H]1[C@@H](C/C=C\CCCC(=O)OC)[C@@H](O)C[C@H]1O | 76 | 19 | -5 | 3 | -4 | 98* | 1 | 5 | 0 | 92 | 86
CC(C)Cc1nnc(NC(=O)Cc2ccccc2[N+](=O)[O-])s1 | 101 | · | -4 | 3 | -2 | -32 | -2 | -1 | 0 | 104 | 102
CCSCCOC(=O)C1=C(C)NC(=O)NC1c1cccc(OC)c1OC (stereo not drawn) | 102 | 6 | -6 | -10 | -9 | -54 | 0 | -8 | 0 | 103 | 102
Cc1[nH]c(=O)[nH]c(=O)c1S(=O)(=O)N1CCCC(C(=O)NCCc2ccc(Cl)cc2)C1 (stereo not drawn) | 102 | 22 | 0 | -2 | -5 | 16 | -2 | -6 | 0 | 106 | 101
COC(=O)c1ccc(NC(=O)C2CCCCC2C(=O)O)cc1 (stereo not drawn) | 99 | 56 | 1 | -3 | -4 | -15 | 0 | -1 | -1 | 87 | 88

Assay outcomes as filed in PubChem.
